APJ agonist = activates the human apelin receptor APJ; hit rate 0.11% among 330,000; CHO-K1 APJ PathHunter beta-arrestin, luminescence; 0% DMSO wells, 100% apelin; AID 2520; P35414; activation, % at 20 µM;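 active = activation more than six SD over the plate average, tested at 20 µM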;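 also: 0% = DMSO alone and 100% = apelin-13 at 10 nM; some results filed as inactive read as strong as hits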
Target sequence (P35414 whole entry, looked up): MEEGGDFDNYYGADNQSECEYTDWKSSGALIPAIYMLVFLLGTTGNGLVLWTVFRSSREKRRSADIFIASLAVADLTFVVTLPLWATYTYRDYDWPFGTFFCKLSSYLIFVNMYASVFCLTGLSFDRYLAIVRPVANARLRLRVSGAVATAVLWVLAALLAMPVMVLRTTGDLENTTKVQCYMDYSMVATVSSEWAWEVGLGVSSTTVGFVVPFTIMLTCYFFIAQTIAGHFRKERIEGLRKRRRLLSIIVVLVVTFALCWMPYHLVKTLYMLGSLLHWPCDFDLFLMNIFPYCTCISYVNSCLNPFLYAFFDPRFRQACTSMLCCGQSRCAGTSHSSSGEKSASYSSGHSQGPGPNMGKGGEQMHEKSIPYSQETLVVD
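Test system: CHO-K1 APJ beta-arrestin complementation cell line | Compound: Single test compound dose, 20 µM final, 1% DMSO | Incubation: Compound 90 min 25 °C, reagent 1 h | Measured by: beta-gal luminescence | Read-out basis: APJ–arrestin association signal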
tim23-1 inh = inhibits growth of tim23-1 mutant yeast. hit rate 1.3% among 330,000. AID 463212. inhibition, % at 20 µM. S. cerevisiae tim23-1 growth, BacTiter-Glo luminescence, 24 h;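 active = growth inhibition of the mutant yeast at or above 50%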;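 also: temperature-sensitive mutant grown at 25 °C; plate controls were DMSO-treated mutant yeast for no effect and medium wells lacking yeast for full effect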
CXCR6 block = blocks human CXCR6 beta-arrestin recruitment | CHO-K1 PathHunter CXCR6 beta-arrestin, luminescence | inhibition, % at 20 µM | hit rate 0.36% among 360,000 | AID 602244; in the data active = inhibition above about 34%, passing the limit was not always enough;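 also: antagonist mode with CXCL16 agonist at 10 nM final; 0% = 10 nM CXCL16 with DMSO and 100% = unstimulated wells without agonist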
Target sequence (O00574 whole entry, looked up): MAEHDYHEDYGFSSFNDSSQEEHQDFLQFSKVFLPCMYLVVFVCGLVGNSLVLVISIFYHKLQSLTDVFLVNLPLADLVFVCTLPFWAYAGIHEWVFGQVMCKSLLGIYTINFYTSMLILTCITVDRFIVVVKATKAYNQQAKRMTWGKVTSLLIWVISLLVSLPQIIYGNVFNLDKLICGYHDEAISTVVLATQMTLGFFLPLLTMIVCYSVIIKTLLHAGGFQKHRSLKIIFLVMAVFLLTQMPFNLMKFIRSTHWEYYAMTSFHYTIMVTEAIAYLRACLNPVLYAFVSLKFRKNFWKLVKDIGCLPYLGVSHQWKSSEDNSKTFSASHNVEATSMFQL
tim10-1 inh = inhibits growth of tim10-1 mutant yeast; S. cerevisiae tim10-1 ts strain growth, BacTiter-Glo, 24 h; inhibition, % at 20 µM; hit rate 2.2% among 330,000; AID 463190;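 active = inhibition of at least 40%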;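 also: mutant grown at 25 °C; 0% = DMSO wells with yeast and 100% = wells holding no yeast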
UPR CHOP act = activators of apoptotic arm of unfolded protein response (CHOP); activation, % at 10 µM; CHO-CHOP luciferase reporter, UPR activation, luminescence; percent of tunicamycin response over DMSO baseline; hit rate 0.34% among 330,000; AID 449763;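 active = at 10 µM dose, activation of 40% or more, normalized to positive control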;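 also: 100% = tunicamycin at 10 µg/mL and 0% = DMSO alone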
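System: CHO-CHOP luciferase reporter cell line | Buffer or medium: F12 medium containing 10% fetal bovine serum | Doses: One dose, 10 µM in 0.5% DMSO | Times: 6 h compound exposure at 37 °C after overnight seeding | Signal: Luciferase luminescence | Read-out: % activation vs tunicamycin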
APJ antagonist = APJ receptor antagonism; CHO-K1 APJ beta-arrestin complementation, luminescence; hit rate 0.32% among 330,000; inhibition, % at 20 µM;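 active = inhibition above about 40% at 20 µM, limit read from the data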;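 also: cells challenged with 10 nM apelin-13 agonist together with compound; plate controls were apelin-13 plus DMSO wells for no effect and DMSO wells lacking apelin-13 for full effect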
Mdm2 MdmX PPI = inhibitors of human Mdm2/MdmX interaction; O15151+Q00987; SaOS-2 split-luciferase Mdm2/MdmX complementation, luminescence; inhibition, % at 8 µM; hit rate 3% among 330,000; AID 485346;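 active = inhibition of at least 50% at 8 µM in the primary screen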
TIM10 inh = TIM10 yeast growth inhibition; inhibition, % at 10 µM; hit rate 1.4% among 330,000; S. cerevisiae TIM10 strain growth, BacTiter-Glo luminescence, 24 h;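 active = inhibition of 40% or more at the single tested concentration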;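 also: wild-type TIM10 isogenic control strain grown at permissive 25 °C; 0% = DMSO yeast wells and 100% = minimal medium wells without yeast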
XBP1 UPR activ = adaptive UPR (XBP1) activation | CHO-XBP1 luciferase reporter, IRE1-XBP1 UPR activation, luminescence; percent of tunicamycin response, DMSO as zero | activation, % at 20 µM | hit rate 0.33% among 330,000;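 active = versus positive control, 20 µM dose yields 30% or more activation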;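 also: 100% = tunicamycin at 10 µg/mL and 0% = DMSO only wells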
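Test system: CHO-XBP1 luciferase reporter cells | Buffer or medium: Serum-containing F12 medium, 10% FBS | Schedule: 6 h compound exposure at 37 °C, 5% CO2 | Detection: Steady-Glo luciferase glow luminescence, 10 min after reagent addition | Read-out basis: Activation, % of tunicamycin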
* marks the source's active call; other numbers are inactive results.

What do the screens show for `CN(CC1CCCN(CCc2ccc(Cl)cc2)C1)C(=O)C(=O)c1ccco1` (stereo not drawn)?
APJ agonist: -5; tim23-1 inh: -6; CXCR6 block: -1; tim10-1 inh: -8; UPR CHOP act: 0.8; APJ antagonist: -16; Mdm2 MdmX PPI: 9; TIM10 inh: -5; XBP1 UPR activ: -9

Results for CSCCC(N=C1NS(=O)(=O)c2ccccc21)C(=O)N1CCCC(C(N)=O)C1 (stereo not drawn) ?
APJ agonist: -1; tim23-1 inh: 1; CXCR6 block: -3; tim10-1 inh: 0; UPR CHOP act: 0.1; APJ antagonist: -2; Mdm2 MdmX PPI: -1; TIM10 inh: -4; XBP1 UPR activ: -3

Results for Cc1ccn(CC(=O)O)c(=O)c1 ?
APJ agonist: -4; tim23-1 inh: 7; CXCR6 block: -1; tim10-1 inh: 2; UPR CHOP act: 0.8; APJ antagonist: 16; Mdm2 MdmX PPI: 0; TIM10 inh: -5; XBP1 UPR activ: 0

How did Cc1ccc(-c2nc3ncccc3o2)cc1NC(=O)c1ccccc1 do in these assays?
APJ agonist: -1; tim23-1 inh: -13; CXCR6 block: 4; tim10-1 inh: -3; UPR CHOP act: 1.3; APJ antagonist: 0; Mdm2 MdmX PPI: 16; TIM10 inh: -1; XBP1 UPR activ: -2

Results for CC(=O)c1ccccc1NS(=O)(=O)c1c(C)nn(-c2ccccc2)c1C ?
APJ agonist: -4; tim23-1 inh: 48; CXCR6 block: 4; tim10-1 inh: 32; UPR CHOP act: 0.9; APJ antagonist: -3; Mdm2 MdmX PPI: 31; TIM10 inh: 47*; XBP1 UPR activ: -2

How did CC(C)(C)c1ccc(S(=O)(=O)NCc2ccc(C(=O)N3CCCC3)cc2)cc1 do in these assays?
APJ agonist: -4; tim23-1 inh: 2; CXCR6 block: -3; tim10-1 inh: 14; UPR CHOP act: -0.7; APJ antagonist: 20; Mdm2 MdmX PPI: 23; TIM10 inh: -11; XBP1 UPR activ: -2

What do the screens show for `COc1ccc(-c2cc(-c3nc4ccccn4c3NCc3ccccc3)ccc2OC)cc1`?
APJ agonist: 23*; tim23-1 inh: 45; CXCR6 block: 16; tim10-1 inh: 19; UPR CHOP act: -9.5; APJ antagonist: -28; Mdm2 MdmX PPI: 99*; TIM10 inh: 34; XBP1 UPR activ: -10

How did CN(C(=O)COC(=O)c1n[nH]c2ccccc12)c1ccccc1 do in these assays?
APJ agonist: -3; tim23-1 inh: 15; CXCR6 block: 5; tim10-1 inh: 11; UPR CHOP act: 1.3; APJ antagonist: -4; Mdm2 MdmX PPI: 6; TIM10 inh: 8; XBP1 UPR activ: 1

How did O=C(CSC1=NCCN1)Nc1ccccc1[N+](=O)[O-] do in these assays?
APJ agonist: -2; tim23-1 inh: 1; CXCR6 block: 5; tim10-1 inh: -2; UPR CHOP act: -0.4; APJ antagonist: 10; Mdm2 MdmX PPI: 11; TIM10 inh: -6; XBP1 UPR activ: -3

Results for Cn1nnnc1SCc1csc(Nc2ccccc2)n1 ?
APJ agonist: -3; tim23-1 inh: 12; CXCR6 block: 5; tim10-1 inh: 11; UPR CHOP act: 3.3; APJ antagonist: -10; Mdm2 MdmX PPI: -50; TIM10 inh: 18; XBP1 UPR activ: 0

Results for C=CCOC(=O)C1=C(C)OC(N)=C(C#N)C1c1ccco1 (stereo not drawn) ?
APJ agonist: 1; tim23-1 inh: 7; CXCR6 block: 1; tim10-1 inh: 7; UPR CHOP act: -1.5; APJ antagonist: 9; Mdm2 MdmX PPI: -1; TIM10 inh: 17; XBP1 UPR activ: -2

Results for COc1ccccc1NC(=O)CCNS(=O)(=O)c1ccc2c(c1)CC(C)N2C(=O)C1CC1 (stereo not drawn) ?
APJ agonist: -5; tim23-1 inh: 9; CXCR6 block: 1; tim10-1 inh: 17; UPR CHOP act: 1.5; APJ antagonist: -9; Mdm2 MdmX PPI: 14; TIM10 inh: -3; XBP1 UPR activ: -5

Results for O=C(CSc1nc2c(c(C(F)(F)F)n1)CCc1ccccc1-2)NCc1ccc(F)cc1 ?
APJ agonist: 3; tim23-1 inh: 0; CXCR6 block: -6; tim10-1 inh: 4; UPR CHOP act: 0.0; APJ antagonist: -20; Mdm2 MdmX PPI: 19; TIM10 inh: -3; XBP1 UPR activ: -1

Results for COc1ccc(C(CNC(=O)C(C)(C)Oc2ccc(Cl)cc2)N2CCCC2)cc1 (stereo not drawn) ?
APJ agonist: -2; tim23-1 inh: 11; CXCR6 block: 5; tim10-1 inh: 33; UPR CHOP act: 1.4; APJ antagonist: -21; Mdm2 MdmX PPI: 42; TIM10 inh: 10; XBP1 UPR activ: 1

What do the screens show for `Cn1c(N)c(C(=O)COC(=O)c2ccc(F)cc2Cl)c(=O)n(C)c1=O`?
APJ agonist: -2; tim23-1 inh: -1; CXCR6 block: -2; tim10-1 inh: 1; UPR CHOP act: 3.6; APJ antagonist: 3; Mdm2 MdmX PPI: 8; TIM10 inh: -3; XBP1 UPR activ: 2

How did Cc1c(-c2cc(C(=O)O)no2)cnn1C do in these assays?
APJ agonist: -2; tim23-1 inh: 15; CXCR6 block: 5; tim10-1 inh: 26; UPR CHOP act: -1.1; APJ antagonist: -1; Mdm2 MdmX PPI: -11; TIM10 inh: 3; XBP1 UPR activ: 4

Results for CCCCNC(=O)c1sc2nc(C)cc(COC)c2c1-n1cccc1 ?
APJ agonist: -5; tim23-1 inh: 42; CXCR6 block: 7; tim10-1 inh: 22; UPR CHOP act: -1.0; APJ antagonist: 13; Mdm2 MdmX PPI: -14; TIM10 inh: 17; XBP1 UPR activ: 1

How did CCn1c(=O)cc(OCC(=O)N2CCN(c3ccc(F)cc3)CC2)c2ccccc21 do in these assays?
APJ agonist: -2; tim23-1 inh: -1; CXCR6 block: 7; tim10-1 inh: 8; UPR CHOP act: 3.0; APJ antagonist: -6; Mdm2 MdmX PPI: 17; TIM10 inh: 7; XBP1 UPR activ: 1

Results for COC(=O)CCCNS(=O)(=O)c1ccc2ccccc2c1 ?
APJ agonist: 0; tim23-1 inh: 14; CXCR6 block: -4; tim10-1 inh: 22; UPR CHOP act: 0.3; APJ antagonist: 10; Mdm2 MdmX PPI: 28; TIM10 inh: 12; XBP1 UPR activ: 0

What do the screens show for `COc1ccc(C(=O)Nc2ccc3c(c2)Cc2ccccc2-3)cc1`?
APJ agonist: 5; tim23-1 inh: -12; CXCR6 block: -11; tim10-1 inh: -6; UPR CHOP act: 1.5; APJ antagonist: 6; Mdm2 MdmX PPI: -2; TIM10 inh: 1; XBP1 UPR activ: -3

2 entries drawn at random from the list so far, as already listed:
Results for O=C(CSc1nc2c(c(C(F)(F)F)n1)CCc1ccccc1-2)NCc1ccc(F)cc1 ?
APJ agonist: 3; tim23-1 inh: 0; CXCR6 block: -6; tim10-1 inh: 4; UPR CHOP act: 0.0; APJ antagonist: -20; Mdm2 MdmX PPI: 19; TIM10 inh: -3; XBP1 UPR activ: -1

How did CC(C)(C)c1ccc(S(=O)(=O)NCc2ccc(C(=O)N3CCCC3)cc2)cc1 do in these assays?
APJ agonist: -4; tim23-1 inh: 2; CXCR6 block: -3; tim10-1 inh: 14; UPR CHOP act: -0.7; APJ antagonist: 20; Mdm2 MdmX PPI: 23; TIM10 inh: -11; XBP1 UPR activ: -2

Next results.
How did COc1ccc(CCNC(=O)COc2ccc(S(=O)(=O)NC3CCCCC3)cc2Cl)cc1 do in these assays?
APJ agonist: 8; tim23-1 inh: 32; CXCR6 block: 8; tim10-1 inh: 34; UPR CHOP act: 0.6; APJ antagonist: -18; Mdm2 MdmX PPI: 2; TIM10 inh: 30; XBP1 UPR activ: -1

Results for CC(C)NCC#CCOc1ccc(Cl)cc1 ?
APJ agonist: -3; tim23-1 inh: -2; CXCR6 block: -3; tim10-1 inh: 10; UPR CHOP act: 2.5; APJ antagonist: -8; Mdm2 MdmX PPI: -16; TIM10 inh: 9; XBP1 UPR activ: -3

Results for Cc1cc(C)cc(NC(=O)Cc2ccc(-n3cccc3)cc2)c1 ?
APJ agonist: 2; tim23-1 inh: 6; CXCR6 block: 4; tim10-1 inh: 7; UPR CHOP act: -0.1; APJ antagonist: -3; Mdm2 MdmX PPI: 5; TIM10 inh: 3; XBP1 UPR activ: -1

What do the screens show for `CCCC(=O)Nc1ccc(S(=O)(=O)Nc2nccs2)cc1`?
APJ agonist: -1; tim23-1 inh: 13; CXCR6 block: 1; tim10-1 inh: 6; UPR CHOP act: 2.7; APJ antagonist: -2; Mdm2 MdmX PPI: 3; TIM10 inh: 12; XBP1 UPR activ: -1

Results for C/C(=N\NC(N)=S)c1cc(-c2ccccc2)c(-c2ccccc2)s1 ?
APJ agonist: -4; tim23-1 inh: 49; CXCR6 block: 18; tim10-1 inh: -23; UPR CHOP act: 4.0; APJ antagonist: 11; Mdm2 MdmX PPI: 24; TIM10 inh: 6; XBP1 UPR activ: 26

What do the screens show for `O=C(Nc1ccon1)c1cccc(C(F)(F)F)c1`?
APJ agonist: -5; tim23-1 inh: 9; CXCR6 block: 12; tim10-1 inh: 23; UPR CHOP act: 0.6; APJ antagonist: -14; Mdm2 MdmX PPI: 9; TIM10 inh: 12; XBP1 UPR activ: 2

What do the screens show for `CC(C)OC(=O)c1cc2ccccc2[nH]1`?
APJ agonist: -4; tim23-1 inh: 16; CXCR6 block: 2; tim10-1 inh: 6; UPR CHOP act: 0.7; APJ antagonist: 4; Mdm2 MdmX PPI: 16; TIM10 inh: -4; XBP1 UPR activ: 2

How did COc1ccc(/C(O)=C2/C(=O)C(=O)N(CCN(C)C)C2c2ccc(F)cc2)cc1Cl (stereo not drawn) do in these assays?
APJ agonist: -2; tim23-1 inh: 7; CXCR6 block: -2; tim10-1 inh: 16; UPR CHOP act: -2.6; APJ antagonist: -7; Mdm2 MdmX PPI: -33; TIM10 inh: -17; XBP1 UPR activ: 4

How did C/C(=N\NS(=O)(=O)c1ccc([N+](=O)[O-])cc1)c1cccs1 do in these assays?
APJ agonist: -2; tim23-1 inh: 15; CXCR6 block: 12; tim10-1 inh: 22; UPR CHOP act: 0.4; APJ antagonist: 14; Mdm2 MdmX PPI: -14; TIM10 inh: 17; XBP1 UPR activ: 0

How did N/C(=N\OC(=O)Oc1ccccc1)c1ccc(Br)cc1 do in these assays?
APJ agonist: -1; tim23-1 inh: 1; CXCR6 block: 1; tim10-1 inh: -1; UPR CHOP act: -0.6; APJ antagonist: 1; Mdm2 MdmX PPI: -13; TIM10 inh: 3; XBP1 UPR activ: -3

Results for CC(=O)c1ccccc1NC(=O)CSc1n[nH]c(=O)n1C1CC1 ?
APJ agonist: -1; tim23-1 inh: 9; CXCR6 block: -3; tim10-1 inh: 1; UPR CHOP act: -1.7; APJ antagonist: -7; Mdm2 MdmX PPI: 8; TIM10 inh: 1; XBP1 UPR activ: -3

What do the screens show for `Cc1ccc(NCc2nc3ccccc3n2C)cc1C`?
APJ agonist: -5; tim23-1 inh: 6; CXCR6 block: -1; tim10-1 inh: -8; UPR CHOP act: 4.3; APJ antagonist: 10; Mdm2 MdmX PPI: -106; TIM10 inh: -3; XBP1 UPR activ: -2

Source: PubChem (Sanford-Burnham Center for Chemical Genomics)

Some of the compounds tested; rates above refer to the full screens.
